RMI-FANCM inh = RMI-FANCM interaction inhibition | FP signal (polarization) at 33 µM | Fluorescence polarization, RMI core complex with F-MM2 peptide; active compounds read low | 0.58% of 70,000 active; in the data active means FP signal below about 40; further: inactives centre near 61; strong numbers were not always called active; unit not given here
* hit, by the source's call; & = joins results of further samples.

SMILES	RMI-FANCM inh
COc1ccc(OC)c(C(=O)c2oc3cc(NC(=O)/C=C/c4ccccc4)ccc3c2C)c1	59
O=C(CSc1ccccc1)Nc1nc(-c2cc(Cl)sc2Cl)cs1	56
Cc1ccc(Cl)cc1NC(=O)CC1CCCCN1S(=O)(=O)c1ccc(F)cc1 (stereo not given)	72
O=C(NCCCn1ccnc1)c1ccc(N2CCCCS2(=O)=O)cc1	55
COc1ccccc1N=Cc1ccccc1OC(=O)c1ccccc1Br	58
Cc1csc2nc(-c3cccc(NS(=O)(=O)c4ccc(Cl)s4)c3)cn12	71
CC(C)S(=O)(=O)c1ccc(C(=O)Nc2nc(-c3ccccn3)cs2)cc1	51
CS(=O)(=O)c1ccc(-c2cccc(NC(=O)c3cc4ccccc4oc3=O)c2)nn1	57
CN1C(=O)C(=C2C=C(c3ccccc3)N(Cc3ccco3)C3=C2CCCC3)C(=O)N(C)C1=O	61
Cc1c(OCc2ccccc2)ccc2c(O)c(C(=O)Nc3cccc(Cl)c3)c(=O)oc12	54
Cc1c(C)n(CC(O)Cn2nnc3ccccc32)c2c(Cl)cccc12 (stereo not given)	64
O=C(Nc1ccccc1Sc1ncc([N+](=O)[O-])cc1C(F)(F)F)C1CC1	55
COc1cc(Cl)c(S(=O)(=O)N2CCN(CCO)CC2)cc1Cl	63
Cn1c(=O)c2cn(-c3cccc([N+](=O)[O-])c3)cc2n(C)c1=O	58
COc1ccc(OC)c(S(=O)(=O)NCc2ccsc2)c1	70
Clc1ccc2c(c1)C(c1ccccc1Cl)=Nc1ccc(Cl)cc1C(c1ccccc1Cl)=N2	40
CC(C)N(CCC#N)C(=O)Nc1ccc(F)cc1	59
Cc1cc(C)c(C)c(-c2nnc(NC(=O)c3cccc(Cl)c3)s2)c1C	70
CCOC(=O)NC(=O)CC(=O)NC(=O)OCC	46
COC(=O)CSc1nnc(-c2ccc(S(C)(=O)=O)cc2)o1	59
Cc1cc(NC(=O)CSC2=Nc3cccnc3Nc3ccccc32)no1	52
O=C(Nc1ccc(Br)c(C(=O)c2ccccc2)c1)c1ccc(S(=O)(=O)N2CCc3ccccc3C2)cc1	61
COc1ccc(N/C=C\C(=S)c2ccc(OC)cc2)cc1	66
COCCCNC(=O)Cc1nc(-c2ccncc2)n[nH]1	62
COc1ccc2nc(-c3ccc(C)c(NC(=O)Cc4ccc(Cl)cc4)c3)cn2n1	109

Additional compounds.
SMILES	RMI-FANCM inh
CCOc1ccc(NC(=O)c2sc3nc(-c4ccc(Cl)cc4)cc(C(F)(F)F)c3c2N)cc1	26
Cc1cc(=O)oc2cc(Oc3ncnc4scc(-c5ccc(Br)cc5)c34)ccc12	105
CCn1nc(C(=O)NCc2ccccc2)cc1C	62
Cc1nc2c(ncn2-c2ccccc2)c(=O)n1NC(=O)CN1CCOCC1	61
CCOc1ccc(-c2ccc(SCc3cccc(C)c3)nn2)cc1	54
O=C(NCCn1ncc2c(=O)n(Cc3cccc(Cl)c3)cnc21)c1ccc2c(c1)OCO2	66
Cc1cc(NS(=O)(=O)c2ccc(NC(=O)c3ccccc3F)cc2)no1	52
O=C(NCC(c1ccsc1)N1CCCCCC1)c1ccc(C(F)(F)F)cc1 (stereo not given)	68
O=C(Nc1cccc(-c2ccc3nncn3n2)c1)c1ccc(Br)o1	64
O=C(CSc1nc2scc(-c3ccccc3)c2c(=O)[nH]1)c1ccccc1	63
Cc1cc([N+](=O)[O-])ccc1NC(=O)C(=O)NC(C)(C)CO	52
CCc1cc2c(=O)n(-c3ccccc3)c(SCC(=O)Nc3ccc(OC)cc3OC)nc2s1	51
CN(C)CCCN(C(=O)COc1ccc(Cl)cc1)c1nc2c(Cl)cccc2s1	95
O=C(CSc1nnc2ccc3ccccc3n12)N1CCC(c2noc3ccc(F)cc23)CC1	118
CC(=O)N1CCN(C(=O)Cc2cn(Cc3ccc(Cl)cc3)c3ccccc23)CC1	66
Cc1nn(CC(=O)Nc2ccccc2C(F)(F)F)c(=O)c2c1cnn2C(C)(C)C	67
O=C1NC(=O)/C(=C/c2ccc(OC(=O)c3ccc(F)c(Cl)c3)cc2)N1	78
O=c1c2c([nH]c3ccccc13)CCCC2	56&54
O=C(Nc1nnc(-c2cccnc2)o1)c1cccc(C(F)(F)F)c1	60
COC(=O)c1ccc(CSc2nnc3[nH]c(=O)cc(C)n23)o1	55
COc1ccc(-c2cc(=O)c3c(O)cc(O)c(-c4cc(-c5cc(=O)c6c(O)cc(O)cc6o5)ccc4OC)c3o2)cc1	51
O=C(CNC(=O)c1ccccc1C(F)(F)F)N/N=C\c1ccc(Br)cc1	64
O=C(Nc1nc(-c2cc([N+](=O)[O-])cs2)cs1)c1cccc(C(=O)Nc2ncc(-c3cc([N+](=O)[O-])cs3)s2)n1	52
COc1ccc2nc(-c3ccc(OC)c(NC(=O)C(C)(C)C)c3)cn2n1	69
CCOc1ccc(-c2cc3c(=O)n(CC(=O)Nc4cc(OC)cc(OC)c4)ncn3n2)cc1	100

Further results follow.
SMILES	RMI-FANCM inh
COc1ccc(-c2ocnc2C(=O)N2CCN(Cc3cccnc3)CC2)cc1	48
O=C1Nc2ccccc2N2CCCC12 (stereo not given)	79
CC1(C)COc2ccc(NS(=O)(=O)c3ccc(Cl)cc3)cc2NC1=O	62
Cc1ccc(S(=O)(=O)N2CCN(C(=O)CC(C)n3nc(C)nc3C)CC2)cc1 (stereo not given)	62
Cc1ccc(C(=O)Nc2ccc(C(=O)NCCNC(=O)c3ccccc3Cl)cc2)cc1	75
CS(=O)(=O)N1CCCCC1C(=O)Nc1nc(-c2ccncc2)cs1 (stereo not given)	66
CCSC(SCC)[C@H](OC(C)=O)[C@@H](OC(C)=O)[C@@H](OC(C)=O)[C@@H](COC(C)=O)OC(C)=O	55
COc1ccc2nc(-n3nc(C)cc3NC(=O)Cc3cccs3)sc2c1	69
COc1ccc(Br)cc1S(=O)(=O)N1CCCCCC1	61
CCN1C(=O)Cc2cc(NS(=O)(=O)c3ccc(F)cc3C)ccc21	53
Cc1ccc(S(=O)(=O)Nc2ccc3c(c2)CN(C(=O)c2ccco2)CC3)cc1C	68
O=S(=O)(Nc1ccccc1C(F)(F)F)c1ccc(-c2ccccn2)s1	59
COc1ccccc1NC(=S)N/N=C\c1ccco1	54
Cc1nn(-c2ccc(N3CCN(C(=O)C4CCCCC4)CC3)nn2)c(C)c1C	55
N#CC(C#N)=C/C=C(/Sc1nnnn1-c1ccccc1)c1ccc(Cl)cc1	64
COc1coc(C(=O)Nc2cccc(SC)c2)cc1=O	63
Cc1cc(NC(=O)Nc2ccc3c(ccn3C)c2)sn1	63
CCC(=O)Nc1nnc(Cc2ccc(SC)cc2)o1	64
CCOc1ccc(S(=O)(=O)n2nnc3ccccc32)c(OCC)c1	67
COC(=O)c1ccc2c(=O)n(CCCC(=O)NCc3ccc(Cl)cc3)c(=S)[nH]c2c1	70
N#Cc1ccsc1NC(=O)/C=C/c1ccccc1Cl	67
COc1ccc(OC)c(Nc2nc(CC(=O)N3CCN(C(C)=O)CC3)cs2)c1	62
CCOc1c(C)cc(S(=O)(=O)Nc2ccc3c(c2)N(C(=O)COC)CCC3)cc1C	75
O=C(Nc1nnc(-c2ccccc2Cl)o1)c1cc(Cl)sc1Cl	68
O=C(NNc1nc2ccc(Cl)cc2s1)c1nc2ccccc2s1	57

Looked up by structure from above:
SMILES	RMI-FANCM inh
Cc1ccc(C(=O)Nc2ccc(C(=O)NCCNC(=O)c3ccccc3Cl)cc2)cc1	75
Cc1ccc(S(=O)(=O)N2CCN(C(=O)CC(C)n3nc(C)nc3C)CC2)cc1 (stereo not given)	62
N#Cc1ccsc1NC(=O)/C=C/c1ccccc1Cl	67
COc1ccc(OC)c(Nc2nc(CC(=O)N3CCN(C(C)=O)CC3)cs2)c1	62
CC1(C)COc2ccc(NS(=O)(=O)c3ccc(Cl)cc3)cc2NC1=O	62
N#CC(C#N)=C/C=C(/Sc1nnnn1-c1ccccc1)c1ccc(Cl)cc1	64
CCC(=O)Nc1nnc(Cc2ccc(SC)cc2)o1	64

Rewritten field by field: 4 of the compounds above
O=C(Nc1nnc(-c2ccccc2Cl)o1)c1cc(Cl)sc1Cl
- RMI-FANCM inh = 68
COc1ccc2nc(-c3ccc(C)c(NC(=O)Cc4ccc(Cl)cc4)c3)cn2n1
- RMI-FANCM inh = 109
Cc1cc(NC(=O)Nc2ccc3c(ccn3C)c2)sn1
- RMI-FANCM inh = 63
COc1ccc(-c2cc(=O)c3c(O)cc(O)c(-c4cc(-c5cc(=O)c6c(O)cc(O)cc6o5)ccc4OC)c3o2)cc1
- RMI-FANCM inh = 51

(cont.)
SMILES	RMI-FANCM inh
Cc1cc(NC(=O)c2ccc(F)c(F)c2)n(-c2nc3c(cnn3-c3ccc(C)c(C)c3)c(=O)[nH]2)n1	65
CSc1nc(N=Cc2[nH]c(=O)n(-c3ccccc3)c2O)c(-c2ccccc2)s1	50
O=C(NCCO)c1cc2cc(Cl)ccc2o1	63
CC(C)CC(=O)N1CCN(c2ccc(-n3cccn3)nn2)CC1	53
Cc1ccc(S(=O)(=O)N2CCc3ccc(NC(=O)COc4ccc(F)cc4)cc3C2)cc1	82
COc1ccc(S(=O)(=O)CCCC(=O)N2CCN(c3nc4ccc(Cl)cc4s3)CC2)cc1	53
CN1CCOc2ccc(NC(=O)Cc3cccs3)cc2C1=O	58
O=C(CSc1ccc2ccccc2n1)Nc1ccc(Cl)cc1	70
CCCCOC(=O)Nc1ccc(Cl)c(Cl)c1	69
O=[N+]([O-])c1ccc(-c2nn3c(Cc4ccccc4)nnc3s2)cc1	60
O=C1C=CC(=O)N1Cc1csc2ccc(Cl)cc12	56
CCCn1c(=O)c2ccc(C(=O)NC(C)CC)cc2n2c(=O)n(CC(N)=O)nc12 (stereo not given)	64
CCSc1nnc(NC(=O)c2cnc3sc(C)cn3c2=O)s1	54
Cc1ccc(NC(=O)c2ccccc2NC(=O)C2COc3ccccc3O2)c(C(=O)c2ccccc2)c1 (stereo not given)	55
CCC(=O)NNc1nc2c(C)cc(C)cc2s1	60
O=[N+]([O-])c1cccc(C=NCCOCCOCCN=Cc2cccc([N+](=O)[O-])c2)c1	58
O=C(NCc1ccco1)C1CCN(S(=O)(=O)c2cccc3cnccc23)CC1	54
COC(=O)c1cccc(NC(=O)Nc2ccccc2)c1	53
CCN1C(=O)C(C)(C)COc2ccc(NC(=O)c3cccc(C(F)(F)F)c3)cc21	70
Cc1cc(C)n(-c2ncnc3c2nnn3Cc2ccccc2Cl)n1	50
Cc1cc(=O)[nH]c(-n2nc(C)c(CCC(=O)Nc3nc(C)cs3)c2C)n1	63
Cc1ccc2nc(NC(=O)CSc3nnc(NC(=O)NC(C)(C)C)s3)sc2c1	58
COC(=O)c1ccccc1NC(=O)c1ccc(N2CCCCS2(=O)=O)cc1	52
CCC1Oc2ccccc2C(=O)N(Cc2ccccc2F)C1=O (stereo not given)	52
O=C(Cc1ccccc1Cl)c1ccncc1	53

Additional structures.
SMILES	RMI-FANCM inh
COCCNC(=O)C(=O)NCc1ccco1	57
Cc1ccc(-n2cc(C(=O)NCc3ccccc3)nn2)cc1C	69
COc1ccccc1NC(=O)Cn1c2ccc(C)cc2c2ncn(Cc3ccccc3)c(=O)c21	115
COC(=O)Cn1c(=NC(=O)c2nc3ccccc3s2)sc2cc(S(N)(=O)=O)ccc21	64
NS(=O)(=O)c1ccc(NNC(=O)c2c(F)cccc2Cl)cc1	63
CSc1nccc(-c2ccsc2)n1	55
CCCN1CCC2(CC1)NC(=O)N(CC(=O)NCCc1ccc(OC)c(OC)c1)C2=O	56
CC(=O)Nc1ccc(NC(=O)C(=O)NCC(c2ccc3c(c2)CCN3C)N(C)C)cc1 (stereo not given)	59&71
CCN1C(=O)C(C)(C)COc2ccc(NS(=O)(=O)c3ccc(F)cc3F)cc21	65
COc1ccc(NC(=O)c2oc3ccccc3c2NC(=O)c2ccccc2I)c(OC)c1	58
N#Cc1ncc(C(F)(F)F)cc1Oc1ccc(Cl)cc1	56
CCCN1C(=O)C(C)(C)COc2ccc(NC(=O)c3cc(Cl)ccc3OC)cc21	75
CCOC(=O)c1cc(C#N)c2ccccn2c1=O	33*
Cc1ccc(NC(=O)c2cccc(NS(=O)(=O)c3ccc(F)c(Cl)c3)c2)cc1	73
CNc1ncnc2c1ncn2[C@@H]1O[C@H](CO)[C@H](O)C1O (stereo not given in full)	52
O=C(CCC1=NS(=O)(=O)c2ccc(C(F)(F)F)cc2N1)N1CCN(c2ccccc2F)CC1	61
CC(=O)c1ccc(NS(=O)(=O)c2ccc(C(C)(C)C)cc2)cc1	75
Cc1ccc(Cl)c2sc(N(Cc3ccccn3)C(=O)Cc3ccc(S(C)(=O)=O)cc3)nc12	76
CCc1nccn1CC(C)C(=O)O (stereo not given)	61
CC(=O)OC1CS(=O)(=O)CC1OC(C)=O (stereo not given)	59
Cc1nn(C)c(C)c1-n1nncc1C	54
N#C/C(=C\NCc1cccnc1)S(=O)(=O)Cc1ccc(Cl)cc1	63
Cc1cc(O)c(C=O)c(O)c1C(=O)O	63
Cc1cccc(Cn2cnc3c(cnn3CCNC(=O)/C=C\c3ccc4c(c3)OCO4)c2=O)c1	79
Fc1ccccc1Cn1c(/C=C/c2ccco2)nc2ccccc21	54

(more compounds)
SMILES	RMI-FANCM inh
COc1ccc(NC(=O)Nc2ccc3c(c2)OCCO3)cc1OC1CCCC1	75
CCOc1ccccc1-n1ccn(CC(=O)Nc2ccccc2Cl)c(=O)c1=O	53
O=C(CCNc1ccc(Cl)cc1Cl)c1ccc(Cl)s1	53
Cc1cc[nH]c1C(=O)O	57
Cc1cc(NC(=O)Cn2c(C)nc3c(sc4cccc(F)c43)c2=O)ccc1Br	146
CCS(=O)(=O)c1ccccc1C(=O)Nc1nc(-c2ccc3c(c2)CCCC3)cs1	60
O=C(CSc1ccc(Cl)cc1)N1CCOCC1	57
O=S(=O)(NCCN1CCOC(c2ccccc2)C1)c1ccc2c(c1)OCCO2 (stereo not given)	74
O=C(CSc1nnc(-c2cccnc2)o1)Nc1ccc(Cl)cc1	53

High-throughput results from PubChem.

Some of the compounds tested; the hit share may differ from the screen's.
